mcGAS RapidFire: inhibitors of Mus musculus cyclic GMP-AMP synthase, initial high-throughput assay, cell-free, RapidFire MS. Q8C6L5. AID 1259397, 2018. inhibition, % at 12.5 µM. recombinant mouse cGAS, cGAMP by RapidFire MS. 0.18% of 130,000 active;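 active = inhibition of cGAS enzyme activity at or above 60%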;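 note: enzyme stimulated by 45 bp dsDNA with ATP and GTP substrates; cGAMP share of summed cGAMP plus half ATP and half GTP signals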
Target sequence (Q8C6L5 whole entry, looked up): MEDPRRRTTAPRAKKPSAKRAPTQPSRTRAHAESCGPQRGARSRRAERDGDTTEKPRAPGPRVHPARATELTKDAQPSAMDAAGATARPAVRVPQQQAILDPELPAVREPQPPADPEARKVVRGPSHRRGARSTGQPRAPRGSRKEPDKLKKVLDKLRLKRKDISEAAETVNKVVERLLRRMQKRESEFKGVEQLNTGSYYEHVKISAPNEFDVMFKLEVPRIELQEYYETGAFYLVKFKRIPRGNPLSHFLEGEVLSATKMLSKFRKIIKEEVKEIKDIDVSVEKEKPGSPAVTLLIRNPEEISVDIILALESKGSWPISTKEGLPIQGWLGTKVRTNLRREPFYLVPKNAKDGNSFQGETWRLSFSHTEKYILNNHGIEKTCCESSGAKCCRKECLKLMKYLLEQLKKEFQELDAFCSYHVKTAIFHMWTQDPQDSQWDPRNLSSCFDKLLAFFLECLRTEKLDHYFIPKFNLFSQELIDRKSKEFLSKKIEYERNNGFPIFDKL
* marks the source's active call; other numbers are inactive results; & = joins results of further samples. A portion of the library (hit frequency here may not be typical).

Preview (2 entries):
mcGAS RapidFire	mol
-6.1	CS(=O)(=O)N1CCN(C(=O)c2csc(Nc3ccccc3)n2)CC1
-5.4	CCn1nccc1C(=O)Nc1ccc2nc(N3CCN(C)CC3)sc2c1

The whole of this part, from the start:
mcGAS RapidFire	mol
-6.1	CS(=O)(=O)N1CCN(C(=O)c2csc(Nc3ccccc3)n2)CC1
-5.4	CCn1nccc1C(=O)Nc1ccc2nc(N3CCN(C)CC3)sc2c1
-22.1	CCNc1ncc(CN2C[C@H](N)C[C@H]2C(=O)NC)cn1
-3.5	Cc1cccc(NC(=O)CC2CSc3nc(C)cc(=O)n32)n1 (stereo unspecified)
-5.3	CC(C)(C)SCC(=O)NC1CCN(CC(N)=O)CC1
-3.8	Cn1nnnc1Sc1ncccc1Cl
45.5	COc1ccc(Cl)c(S(=O)(=O)NC(C)c2nc(C)cs2)c1 (stereo unspecified)
-2.9	Cc1cccc(CS(=O)C(C)C(=O)Nc2ccccc2F)c1 (stereo unspecified)
-7.8	CCOC(=O)C1CCN(c2ncnc3[nH]ncc23)CC1
-4.3	Cc1cn2c3c(=O)[nH]c(=O)n(C)c3nc2n1CCN1CCC(Cc2ccccc2)CC1
5.8	O=C(Nc1nc(SCc2ccccc2)n[nH]1)c1ccccc1F
8.2	CN(CC(N)=O)S(=O)(=O)c1c(Cl)ccc2c(Cl)ccnc12
-6.5	CN(C)c1nc(N)c([N+](=O)[O-])c(N2CCN(Cc3ccccc3)CC2)n1
11.3	COc1ccc(C2C3(C#N)C(N)=NC(OC)(OC)C23C#N)c(OC)c1 (stereo unspecified)
9.4	Cc1nn(-c2ccc(F)cc2)c(Cl)c1C=NNC(=O)COc1ccc(C#N)cc1
-14.8	NC(=O)CC1CCN(C(=O)Cc2cc(Cl)ccc2Cl)CC1
-4.3	Cc1ccccc1NC(=O)CC(NCCN(C)C)C(=O)O (stereo unspecified)
-4.5	COc1ccc(-c2noc(CN3CCSCC3)n2)cc1
17.2	Cc1ccccc1C(=O)Nc1c(C)nc2ccc(Cl)cn2c1=O
-26.6	COc1nccnc1-c1ccc(C)c2ncccc12
55.5	CN(C)CCN1CCC(CNCc2cn[nH]c2C(C)(C)C)CC1
7.3	CC(=O)c1sc2c(c1N)c(=O)[nH]c(=O)n2-c1cc(C)ccc1C
-6.6	N#Cc1c(N)n(-c2ccccc2)c2nc3ccccc3nc12
-6.3	Cc1ccc2[nH]c(C(=O)O)c(CN3CCC(n4nc(C)cc4C)C3)c2c1 (stereo unspecified)
-6.4	O=c1[nH]c(=S)[nH]c2c1CCCN2
7.8	O=C(O)C1CSC2c3ccccc3C(=O)N12 (stereo unspecified)
-2.6	COc1ccc(OC2CCN(C(C)=O)CC2)c(C(=O)NCCc2cscn2)c1
-8.4	COc1ccc(CNC(=O)c2sc(=O)n(Cc3ccc(-c4ccccc4)cc3)c2C)cc1
-4.6	OCC1CCN(Cc2ccc3n2CCCN=C3C2CCC2)CC1
2.8	CC(=O)c1ccc(S(=O)(=O)N(C2CCCC2)C2CC2)cc1

Sorted by number of heavy atoms (high to low): part of the list above
mcGAS RapidFire	mol
-4.6	OCC1CCN(Cc2ccc3n2CCCN=C3C2CCC2)CC1
-4.3	Cc1ccccc1NC(=O)CC(NCCN(C)C)C(=O)O (stereo unspecified)
-26.6	COc1nccnc1-c1ccc(C)c2ncccc12

Next records follow.
mcGAS RapidFire	mol
-9.1	COCCN1C(=O)COCc2cc(-c3cccnc3)ccc21
-6.3	CN(C)CCN(Cc1cccnc1)C(=O)/C=C/c1nccs1
-2.3	CCC(=O)Nc1nn(CC)c2nc3ccc(C)cc3cc12
-4.0	CC1=[N+]([O-])C(C)(C)C(c2ccc(C)o2)=[N+]1[O-]
-10.0	Cc1noc(C)c1C(=O)NC1CCCCC1Cc1ccco1 (stereo unspecified)
-1.9	Cc1cc(C)n(CC(=O)N2CCC(CCC(=O)NCC3CCCO3)CC2)n1 (stereo unspecified)
-4.1	Cc1ccc(NC(=O)c2ccc(Cl)c(S(N)(=O)=O)c2)cc1
-5.9	CCn1c(SCC(=O)N2CCCC2)nc2cc(S(N)(=O)=O)ccc21
-11.4	CN1C(C)(C)CC(NC(=O)c2cc(F)c(-n3ccnc3-c3ccccc3)cc2F)CC1(C)C
2.2	NC(=S)c1ccc(Br)cc1
0.9	CN(Cc1cccc(NC(=O)C(C)(C)C)c1)C(=O)C(F)(F)F
-4.7	CN(C(=O)Nc1ccncc1)C1CCCN(c2ccccc2)C1=O (stereo unspecified)
-7.7	CCc1nc(C)c(C(=O)NC(C)C(=O)Nc2ccc(F)cc2C)o1 (stereo unspecified)
-4.9	COCCCn1c(=S)[nH]c2sc3c(c2c1=O)CCC3
12.5	N=c1c2c(-c3ccccc3)c(-c3ccccc3)oc2ncn1CCN1CCOCC1
-1.2	Cn1cc(C(=O)O)c2[nH]c(=O)n(-c3ccc(F)cc3)c(=O)c21
3.2	COc1ccc(NC(=O)CSc2ncnc3sc(C)cc23)cc1
-6.2	CC(c1ccc(-n2cncn2)cc1)N(C)Cc1cc(F)cc2cccnc12 (stereo unspecified)
6.5	Cc1cc(Cl)ccc1NS(=O)(=O)c1ccc2c(c1)NC(=O)CC(=O)N2
-4.6	c1cncc(COC2CCCN(c3nccc(C4CCCC4)n3)C2)c1 (stereo unspecified)
-3.4	COc1cccc(CC2(CO)CCCN(Cc3ccc4c(c3)OCCO4)C2)c1 (stereo unspecified)
-2.5	CC(C)CCn1c(SC(C)C)nc2c1c(=O)[nH]c(=O)n2C
-0.7	O=C(Nc1ccc2c(c1)CN(Cc1ccc3c(c1)OCCO3)CC2)C1CCCO1 (stereo unspecified)
-10.3	COc1ccc2cc(C(=O)C3CCCN(C(=O)CCC(=O)c4ccc(F)cc4)C3)ccc2c1 (stereo unspecified)
5.0	CC(Cc1cn(Cc2ccoc2)nn1)c1ccccc1 (stereo unspecified)
-7.5	CN1CCC(CN2CCC(CNC(=O)C3CCCCC3)C2)CC1 (stereo unspecified)
3.7	O=C(O)c1cc(Br)ccc1NS(=O)(=O)c1ccccc1
-2.8	CCn1nnc2c(=O)oc3ccccc3c21
3.7	COC(=O)c1ccc(Nc2nnc(-c3ccc(C)c(S(=O)(=O)NCCO)c3)c3ccccc23)cc1
-10.7	COc1cc2c(cc1OC)CN(C(=S)NCCCN1CCOCC1)CC2
-6.0	Cc1ccc(S(=O)(=O)CCC(=O)OCc2ccc(S(=O)(=O)C(C)C)cc2)cc1
-3.3	Cc1ccccc1-c1ncc(CN2CCC(CO)(Cc3cccc(C(F)(F)F)c3)CC2)cn1
-2.8	CCC(C)NCc1ccccc1C (stereo unspecified)
-10.3	CC(C)CN(C/C=C/c1ccccc1)C(=O)CC1CCOCC1
1.8	CC(C)CCCC(C)N (stereo unspecified)
-6.8	CCOC(=O)c1nn(-c2ccc(C)cc2)c(=O)cc1OCC(=O)Nc1cc(C)ccc1C
5.4	Cn1c(SCc2ccc(C(F)(F)F)cc2)n[nH]c1=O
-3.0	C=CCOC(=O)C1C(C)=NC2=C(C(=O)CCC2)C1c1cc2c(cc1Cl)OCO2 (stereo unspecified)
-5.1	COc1cc(OC)cc(C(=O)N2CCN(C(C(=O)N3CCc4ccccc4C3)C3CCCC3)CC2)c1 (stereo unspecified)
-3.7	CC(C)CC(NS(=O)(=O)c1ccc2[nH]c(=O)[nH]c(=O)c2c1)c1ccccc1 (stereo unspecified)
-7.4	O=C1CS/C(=N\N=C/c2ccccc2OS(=O)(=O)c2ccc(Cl)cc2)N1
-3.4	OCC1CCCN1c1cc(N2CCc3ccccc3C2)ncn1 (stereo unspecified)
-10.2	COc1ccccc1/C=C/C(=O)c1cc(Br)ccc1OC(=O)N1CCOCC1
0.9	Cc1cc(C)[n+]2oc(C)cc2n1
-7.8	Brc1cccc(C2CC(c3ccccc3)=Nc3ncnn32)c1 (stereo unspecified)
1.8	CCN1CCC(N2CCC(C(=O)Nc3cccc(-c4cccc(Cl)c4)c3)CC2)CC1
-2.1	CNC(=O)C1CCCN(C(=O)Nc2ccccc2-c2cccs2)C1 (stereo unspecified)
-9.4	CCN1CCCC1CNC(=O)C1C2C=CC3(CN(Cc4cc(OC)c(OC)c(OC)c4)C(=O)C13)O2 (stereo unspecified)
-5.5	CN1CCN(C(=O)CN2C(=O)c3ccccc3C2=O)C(c2ccccc2)C1 (stereo unspecified)
-8.0	Cc1ccnc(SCC(=O)N2CCC(C(=O)NCC#N)(c3ccccc3)CC2)n1
-2.5	Cc1ccc(S(=O)(=O)CCc2nc(S(=O)(=O)c3ccc(C)cc3)c(N(C)C)o2)cc1
0.0	Cc1ccc(C(=O)C(C#N)c2nnnn2-c2ccccc2)cc1 (stereo unspecified)
10.3	CC1=C(C(=O)Nc2cccc(C(F)(F)F)c2)C(c2ccc(C#N)cc2)NC(=O)N1C1CC1 (stereo unspecified)
-8.1	COc1cc(C)nc(Nc2nc(C)c3cc(C)ccc3n2)n1
-4.7	CC1Cc2ccc(-c3cc(CNC(=O)CCS(=O)(=O)c4ccccc4)no3)cc2O1 (stereo unspecified)
-5.2	CCOc1cccc(CN2CCCC(C(=O)c3cc(Cl)ccc3OC)C2)c1O (stereo unspecified)
-2.2	CC(=O)Nc1ccc(OCC(=O)c2ccc(C)cc2C)cc1
70.5*	O=C(Nc1nncs1)c1cn(-c2ccccc2Br)nn1
-1.7&-1.4	O=C(Nc1cccc(-c2ccco2)c1)C1CCN(Cc2ccccc2OC(F)F)CC1
1.7	CC1(C)ON=C(c2ccc3c(c2)OCO3)N(Cc2ccccc2)C1=O

Looked up by structure from the entries so far:
mcGAS RapidFire	mol
0.0	Cc1ccc(C(=O)C(C#N)c2nnnn2-c2ccccc2)cc1 (stereo unspecified)
-2.5	Cc1ccc(S(=O)(=O)CCc2nc(S(=O)(=O)c3ccc(C)cc3)c(N(C)C)o2)cc1

Structures listed above marked active in mcGAS RapidFire.
mcGAS RapidFire	mol
70.5*	O=C(Nc1nncs1)c1cn(-c2ccccc2Br)nn1

Carrying on.
mcGAS RapidFire	mol
-9.4	Cc1sc(NC(=O)c2ccc([N+](=O)[O-])o2)c(-c2nc3ccccc3s2)c1C
-7.3	O=C(CCOc1ccccc1)N1CC(c2ccncc2)C1
2.3	CNC(=O)NC(=O)C(C)Sc1nc2ccccc2[nH]1 (stereo unspecified)
-7.8	NC(=O)c1ccc(CN2CCC3(CC2)Nc2ccccc2C(=O)N3c2ccccc2)cc1
-0.5	CN(C)CCN(Cc1ccc(F)cc1)C(=O)c1ccc(S(C)(=O)=O)cc1
-2.6	COc1ccc(NC(=O)c2cnc(C)cn2)cc1OCC(=O)NC1CC1
-4.5	Cc1ccc(C)c(Nc2nc(Nc3cccc(F)c3)nc3nccnc23)c1
2.6	O=C(C1CCCCC1)N1CCC(NCc2cnc(N3CCCC3)nc2)CC1
-7.9	CCn1c2ccc(Br)cc2c2nc3ccccc3nc21
-0.7	CCc1nc(NC(=O)CCOCC(C)C)n[nH]1
-41.0	CN(Cc1ccc(S(C)(=O)=O)cc1)C1Cc2ccccc2C1
-0.2	CC(C)CC1C(=O)N2CCC[C@H]2C2(O)O[C@](NC(=O)C3C=C4c5cccc6[nH]c(Br)c(c56)C[C@H]4N(C)C3)(C(C)C)C(=O)N12 (stereo partly specified)
0.3	Cn1nc2c(c1NC(=O)CCCS(=O)(=O)c1ccc(F)cc1)CCC2
2.2	O=c1c(-c2cccs2)[n+]([O-])c2ccccc2n1OCc1ccc(Oc2ccccc2)cc1
-3.0	CC1(C(=O)NS(=O)(=O)Cc2ccccc2)CCN1C(=O)C1CC1 (stereo unspecified)
3.9	Cc1ccc(NC(=O)N(C)C2CCS(=O)CC2)cc1Cl (stereo unspecified)
-4.5	Clc1cccc(-c2ccc(C3NCCc4[nH]cnc43)o2)c1Cl (stereo unspecified)
-9.2	CCN1CCN(C(=O)CCC2CCN(C(=O)C3=CCCCC3)CC2)CC1
-3.7&3.4	CN1C(C)(C)CCCC1(C)C
2.0	CCc1cc(NC2CCS(=O)(=O)C2)nc(N2CCCCC2)n1 (stereo unspecified)
-1.6	COCCn1c(SCc2ccc(Cl)cc2)nc2c1c(=O)[nH]c(=O)n2C
-35.1	Cc1nc(C)n(CCN(C)Cc2ccc(Br)s2)n1
-0.8	Cc1cc(C)cc(COC(=O)C2=Cc3ccccc3OC2)c1
-3.3	CCCCCCc1nc(C(N)=O)c2[nH]c(=O)n(-c3ccc(OC)cc3OC)c2n1
-0.1	Cc1ccc(NC(=O)c2ccc(S(=O)(=O)NC3CC3)cc2)c(Cl)c1
-4.8	CN1CCc2cc(C(CNC(=O)c3cccs3)N3CCOCC3)ccc21 (stereo unspecified)
-9.7	CCn1c(C2CCCNC2)nn(Cc2cc(-c3cccnc3)no2)c1=O (stereo unspecified)
-12.5	O=C(N=C1N=C2C=CC(Br)=CN2Cc2ccccc21)c1ccc(Br)o1
-11.6	COc1ccc(CC(=O)Nc2c(C)nc3c(C)cccn3c2=O)cc1
-11.0	CC1CN(S(=O)(=O)NCCc2ccccc2)CC(C)O1 (stereo unspecified)
-5.4	CCN(CC)S(=O)(=O)c1cc([N+](=O)[O-])ccc1NN=C(C)C(C)C
-13.5	O=C(NCc1nc(C2CCCCC2)no1)c1cccc(-n2cnnc2)c1
2.7	Cc1c(CC(C)(C)C(=O)O)n(Cc2ccc(Cl)cc2)c2ccc(F)cc12
-32.8	CNC(=O)c1ccc(CN(C)c2cc(C(F)(F)F)nc3ccccc23)o1
-9.1	COc1ccc(F)cc1CSCC(=O)NC1(C#N)CCCC1
-1.5	CCOc1cc(CO)ccc1OCCOc1cccc(Br)c1
-2.1	COC(=O)c1c(OC)cc2c(c1C)Oc1c(Cl)c(OC(C)=O)c(Cl)c(C)c1C(=O)O2
-6.6	C[Se]CC[C@H](N)C(=O)O
-1.5	CNC(=O)c1ccc(C(=O)NC(C)(COC)C(F)(F)F)cn1 (stereo unspecified)
-6.6	O=C(/C=C/c1ccccc1)OC1C(C2COC3(CCCCC3)O2)OC2OC3(CCCCC3)OC21 (stereo unspecified)
-11.9	CC(=O)Nc1ccc(C(=O)NC(C)CN2CCCCC2)cc1 (stereo unspecified)
